Screens as filed in PubChem BioAssay.
RGS7-Gao: regulators of human RGS7-Galphao interaction; P09471; binding response (% of control), % at 10 µM; Multiplexed bead flow cytometry, RGS7-Galphao binding; actives lie on both sides; AID 1439; 0.35% of 220,000 active; in the data active = binding response below about 49% or above about 150%; inconclusive = no clear call, values can overlap the other calls; inactive = in between;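 note: fluorescent Galphao held in activated GDP-AlF4 state binding bead-coupled RGS7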
ABCG2 inh: blocks JC-1 efflux by human ABCG2 transporter; Q9UNQ0; IgMXP3 cells, flow cytometry; inhibition, % at 6.6 µM; 0.1% of 190,000 active; AID 1325;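 active = inhibition above 80%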;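 note: 0% = DMSO and 100% = nicardipine control wells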
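Read-out basis: Efflux inhibition in percent versus controls | Test system: ABCG2 IgMXP3 and barcoded ABCB1 CCRF-Adr cell mix | Quantity: 3 million cells/mL in well | Schedule: 10 min at 25 °C | Control set: Nicardipine as high control, DMSO as low control | Reagent: JC-1 as fluorescent efflux pump substrate | Signal: Flow cytometry of retained JC-1 fluorescence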
RGS8-Gao reg: human RGS8-Galphao interaction regulation | P09471 | multiplexed bead flow cytometry, RGS8-Galphao binding; actives lie on both sides | response (percent of control binding), % at 10 µM | 0.34% of 220,000 active | AID 1423; in the data active = response below about 60% or above about 140%; inactive = in between;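 note: Galphao activated as the GDP aluminium fluoride complex binding bead-coupled RGS8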
Mcl1-Bid inh: disrupts binding of human Mcl-1 to Bid peptide; Q07820; 0.97% of 220,000 active; inhibition, % at 21.7 µM; TR-FRET Mcl-1/Bid-Dy647 peptide binding, 1536-well;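 active = compounds that cut the binding signal by more than half at the single screening dose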;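 note: His-tagged Mcl-1 with europium anti-His antibody binding Bid BH3 peptide; 0% = Mcl-1 plus peptide wells and 100% = peptide-only wells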
GSH fluor: GSH bead compound fluorescence profile; AID 1776; fluorescence (KMESF) at 10 µM; 0.25% of 190,000 active; GSH beads flow cytometry, compound fluorescence 488/530 nm; stronger effect = higher value; in the data active = fluorescence above about 89;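 note: glutathione beads carrying GST-tagged Bcl family fusion proteins plus one bare bead set; values are compound well signal with DMSO vehicle wells as background; inactives centre near 16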
RGS4-Gao reg: human RGS4-Galphao interaction regulation; Multiplexed bead flow cytometry, RGS4-Galphao binding; actives lie on both sides; P09471; binding response (% of control), % at 10 µM; 0.33% of 220,000 active; in the data active = binding response below about 49% or above about 150%; inactive = in between;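 note: fluorescent Galphao activated with aluminum fluoride binding bead-coupled RGS4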
Mcl1-Noxa inh: disrupts binding of human Mcl-1 to Noxa peptide | AID 1022 | 1.5% of 220,000 active | Q07820 | inhibition, % at 21.7 µM | TR-FRET Mcl-1/Noxa peptide binding, 2 h;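 active = compounds that cut the protein-peptide binding signal by more than 50% relative to plate controls in a single-dose test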;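 note: His-tagged Mcl-1 with rhodamine Noxa BH3 peptide and terbium anti-His antibody; 0% = Mcl-1 plus Noxa peptide wells and 100% = peptide-only wells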
Pf gametocyte: kills late stage P. falciparum gametocytes; P. falciparum stage V gametocytes, ATP luminescence, 24 h; inhibition, % at 10.9 µM; 0.065% of 150,000 active;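 active = inhibition above the mean plus 3 SD of compounds within the control limits, set per campaign, cut at about 38% in these data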;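 note: 0% = DMSO wells and 100% = medium only without gametocytes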
Bim-Mcl-1: disrupts Bim peptide binding to human Mcl-1 | Q07820 | Bead-based flow cytometry, Bim peptide-Mcl-1 binding | inhibition, % at 10 µM | 0.1% of 190,000 active | AID 1009; in the data active = inhibition above about 40%;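 note: 0% = no compound tracer wells and 100% = peptide blocker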
ABCB1 inh: blocks JC-1 efflux by human ABCB1 transporter. P08183. inhibition, % at 6.6 µM. CCRF-Adr cells, flow cytometry. 0.067% of 190,000 active; in the data active = inhibition above about 40%;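 note: 0% = vehicle and 100% = reference inhibitor; higher value means more JC-1 retained so stronger ABCB1 efflux block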
Target sequence (P08183 whole entry, looked up): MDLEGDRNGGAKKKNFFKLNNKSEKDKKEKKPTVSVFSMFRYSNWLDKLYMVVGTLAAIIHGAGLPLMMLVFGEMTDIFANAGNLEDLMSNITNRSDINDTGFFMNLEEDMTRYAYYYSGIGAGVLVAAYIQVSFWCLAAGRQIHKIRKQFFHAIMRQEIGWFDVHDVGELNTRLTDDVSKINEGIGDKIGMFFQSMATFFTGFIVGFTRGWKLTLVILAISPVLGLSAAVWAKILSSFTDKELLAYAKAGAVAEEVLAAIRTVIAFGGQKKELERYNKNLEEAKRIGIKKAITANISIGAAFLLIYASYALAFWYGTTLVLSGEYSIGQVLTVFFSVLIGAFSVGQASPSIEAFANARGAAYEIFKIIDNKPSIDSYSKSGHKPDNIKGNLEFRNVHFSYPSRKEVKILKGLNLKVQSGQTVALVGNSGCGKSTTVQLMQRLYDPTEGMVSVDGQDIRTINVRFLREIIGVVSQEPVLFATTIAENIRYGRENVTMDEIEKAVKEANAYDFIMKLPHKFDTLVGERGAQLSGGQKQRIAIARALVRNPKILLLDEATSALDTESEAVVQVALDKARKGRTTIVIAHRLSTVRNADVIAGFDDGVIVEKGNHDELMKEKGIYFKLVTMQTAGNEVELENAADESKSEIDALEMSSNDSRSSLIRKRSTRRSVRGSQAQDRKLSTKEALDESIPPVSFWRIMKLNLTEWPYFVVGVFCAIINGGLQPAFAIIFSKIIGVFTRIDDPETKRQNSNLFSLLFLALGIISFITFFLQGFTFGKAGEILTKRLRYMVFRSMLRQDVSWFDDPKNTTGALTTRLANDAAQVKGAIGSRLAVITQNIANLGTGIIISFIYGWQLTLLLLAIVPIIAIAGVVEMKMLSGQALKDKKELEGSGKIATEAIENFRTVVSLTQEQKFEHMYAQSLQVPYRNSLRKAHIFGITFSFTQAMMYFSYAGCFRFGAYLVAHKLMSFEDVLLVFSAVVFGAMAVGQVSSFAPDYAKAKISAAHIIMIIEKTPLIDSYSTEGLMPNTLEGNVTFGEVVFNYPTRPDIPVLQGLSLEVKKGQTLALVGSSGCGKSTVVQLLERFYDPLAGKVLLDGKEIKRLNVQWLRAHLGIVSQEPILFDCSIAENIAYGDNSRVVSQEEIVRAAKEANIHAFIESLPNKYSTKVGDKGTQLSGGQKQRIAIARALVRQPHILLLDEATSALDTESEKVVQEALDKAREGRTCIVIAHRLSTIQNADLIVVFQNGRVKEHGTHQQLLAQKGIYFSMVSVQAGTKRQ
Avidin bead fluor: avidin bead compound fluorescence profile. 0.38% of 220,000 active. Avidin beads, compound fluorescence 488/530 nm, flow cytometry; stronger effect = higher value. fluorescence (KMESF) at 10 µM; in the data active = fluorescence above about 47; note: inactives centre near 10
* marks the source's active call; other numbers are inactive results; ? = inconclusive; · = not tested or not shown.

SMILES	RGS7-Gao	ABCG2 inh	RGS8-Gao reg	Mcl1-Bid inh	GSH fluor	RGS4-Gao reg	Mcl1-Noxa inh	Pf gametocyte	Bim-Mcl-1	ABCB1 inh	Avidin bead fluor
O=C(COc1cccc2cccnc12)NNC(=O)Nc1ccccc1	103.8	2.2	103.5	-14.1	17	104.7	-3.1	11.7	-1.0	-0.4	9
O=C(NCCCN1CCc2ccccc2C1)C1CCN(c2nnc(-n3cccc3)s2)CC1	98.1	4.3	105.9	27.8	21	106.5	50.4	·	0.0	1.3	8
Cc1cc(C)n2nc[n+](C)c2n1	106.0	1.4	100.9	-6.5	35	107.6	7.4	-5.5	0.0	0.5	8
O=C(c1ccco1)N1CCN(c2ccc(F)cc2)CC1	100.3	3.9	98.8	-24.4	11	99.5	3.4	7.9	0.0	-0.1	22
CCCCCN1C(C)=CC(=C(C#N)C#N)C=C1C	97.0	6.5	100.6	-21.5	17	100.3	-2.9	10.2	-1.0	2.8	9
COc1cccc(N2C(=O)CC(N3CCC(C(N)=O)(N4CCCCC4)CC3)C2=O)c1 (stereo unspecified)	96.5	51.0	99.7	-11.7	23	97.3	-1.1	-17.9	-2.0	1.5	33
OCCN1CCN(Cc2cc(Br)cc(Br)c2O)CC1	108.2	1.9	102.6	11.2	23	114.0	21.4	·	5.0	1.1	23
NC(=O)c1ccc(N2CCCCC2)c(N2C(=O)C3C4C=CC(C4)C3C2=O)c1 (stereo unspecified)	99.3	6.0	98.2	-17.8	26	97.0	-6.0	·	-4.0	0.3	44
COC(=O)c1nn(-c2ccccc2)nc1-c1nn(-c2ccccc2)nc1C(=O)OC	97.3	19.7	100.2	-5.2	23	100.4	-1.7	14.3	-5.0	2.3	26
COCn1c(=O)c2c(nc(SC3=NCCS3)n2Cc2ccccc2C)n(COC)c1=O	99.5	4.7	99.8	-29.6	53	100.7	-14.4	·	-2.0	2.9	7
O=C(NN1C(=O)/C(=C/c2cccnc2)SC1=S)C(c1ccccc1)c1ccccc1	102.9	-1.0	101.5	-10.4	15	101.7	2.1	·	0.0	-0.3	40
c1ccc(CSc2nnc(-c3ccco3)o2)cc1	?	·	102.3	-24.9	·	104.2	-27.5	15.0	·	·	9
CCOC(=O)C1(Cc2ccccc2C(F)(F)F)CCN(C2CCC2)CC1	96.7	9.8	101.0	-23.4	10	98.6	10.5	·	-4.0	2.4	9
CC(=O)C1=C(C)N(Cc2ccccc2)C(=O)N[C@H]1c1cccs1	91.7	0.8	96.8	4.3	20	93.7	-7.5	-2.0	-3.0	0.8	11
CCCC(=Nc1ccc(N)cc1)C1=C(O)C(C(=O)OC)C(C)(C)CC1=O (stereo unspecified)	92.0	0.4	100.1	-9.2	8	100.4	17.6	-2.1	1.0	-0.2	6
CC(C)Nc1nc(NC(C)C)nc(Oc2ccc(=O)n(C)n2)n1	95.8	6.6	96.7	-21.6	11	94.4	0.3	-2.2	-4.0	1.5	3
O=C(Cn1nc(Cc2cccnc2)c2ccccc2c1=O)NCc1ccc(F)cc1	99.5	3.5	101.0	-16.6	27	100.4	-4.1	·	0.0	0.8	7
Cc1cc(NC(=O)c2cc([N+](=O)[O-])cc([N+](=O)[O-])c2)n(-c2ccccc2)n1	101.9	83.8*	102.3	12.9	11	101.3	16.9	0.9	-12.0	0.1	24
COc1ccc(CCNC(=O)CCN2C(=O)c3ccccc3C2=O)cc1OC	105.2	4.9	101.6	-39.2	9	100.8	6.2	·	0.0	-0.3	10
CC(C(=O)NCc1ccc2c(c1)OCO2)N1c2cccc3cccc(c23)S1(=O)=O (stereo unspecified)	102.5	0.8	100.0	5.3	15	102.8	-3.9	7.3	-1.0	0.3	9
C=CCN1C(=O)c2oc3ccccc3c(=O)c2C1c1ccc(O)c(OC)c1 (stereo unspecified)	95.1	1.4	96.8	-7.6	23	97.7	10.1	·	0.0	1.7	7
COc1ccc(/C(N)=N/OC(=O)CCc2ccccc2)cc1OC	105.4	5.0	103.0	-36.2	10	99.4	0.1	-7.1	12.0	0.7	5
CC(=O)NC1=NC(=O)/C(=C/c2cn(C(C)=O)nc2-c2ccccc2)S1	?	-0.7	99.2	-10.1	10	101.6	33.4	·	0.0	-0.3	11
CCc1nc(N[C@@H](CC(C)C)C(=O)O)c2oc3ccccc3c2n1	104.6	0.6	102.7	-7.7	9	106.5	-6.8	·	2.0	0.0	16
O=C(COc1ccc(/C=C\[N+](=O)[O-])cc1)N1CCOCC1	?	-0.4	101.4	5.7	10	100.8	19.1	12.6	1.0	-0.4	9

(list continues)
SMILES	RGS7-Gao	ABCG2 inh	RGS8-Gao reg	Mcl1-Bid inh	GSH fluor	RGS4-Gao reg	Mcl1-Noxa inh	Pf gametocyte	Bim-Mcl-1	ABCB1 inh	Avidin bead fluor
CCC/C(O)=C1\C(=O)CC(C)(C)CC1=Nc1ccccc1OC	100.9	11.8	101.6	-25.7	22	104.0	12.2	-16.6	-3.0	2.1	9
Cc1ccccc1S(=O)(=O)Cc1ccc(C(=O)NC(C)c2ccc3c(c2)OCCO3)o1 (stereo unspecified)	100.7	2.1	98.6	-3.8	29	96.6	10.2	·	-3.0	1.0	7
Cc1ccc(OCCCc2c(C)n[nH]c2C)cc1	88.6	10.1	98.2	39.6	22	95.0	22.7	-1.9	4.0	1.0	6
CCOc1cccc(NC(=O)C2CC(=O)N(C)C(=Nc3cccc(F)c3)S2)c1 (stereo unspecified)	101.3	3.7	104.3	-1.4	12	104.5	21.6	·	-5.0	0.4	9
O=C(CN(C(=O)c1ccccc1Cl)N1C(=O)C2C3C=CC(C3)C2C1=O)c1cccs1 (stereo unspecified)	?	4.4	100.9	-19.7	20	103.2	-6.4	23.2	1.0	1.2	11
COc1ccc(-c2coc3cc(OC(=O)N4CCOCC4)ccc3c2=O)cc1	?	·	101.4	-51.0	·	101.2	0.5	21.4	·	·	9
O=C(O)Cn1cc(C(=O)c2cccs2)c2ccccc21	98.3	1.3	99.4	4.5	21	98.9	16.8	12.1	3.0	0.1	6
Cc1ccc(C)c(N2CCN(C(=O)CNS(=O)(=O)c3cccs3)CC2)c1	115.9	5.1	110.3	-7.8	34	124.7	1.3	·	1.0	2.3	23
COc1ccc2nc3ccccc3nc2c1	105.4	3.5	100.7	-11.2	13	102.7	8.4	·	6.0	0.4	11
O=C1NC(c2ccccc2)C(C(=O)c2cccs2)C(O)(C(F)(F)F)N1 (stereo unspecified)	97.2	0.9	99.1	2.5	14	96.5	4.2	·	-1.0	0.3	35
Cc1cc2ncn(-c3nnnn3-c3ccccc3)c2cc1C	95.3	4.2	97.7	-8.0	8	93.3	25.7	·	0.0	1.3	13
O=C(COc1ccccc1[N+](=O)[O-])Nc1ccc(N2CCN(C(=O)c3cccs3)CC2)cc1	104.2	2.9	100.0	-25.5	10	102.2	18.1	8.6	-5.0	2.7	2
COc1cc(NC(=O)C2CCCN2S(=O)(=O)c2ccc3c(c2)CCC(=O)N3)cc(OC)c1 (stereo unspecified)	103.9	3.6	102.8	-11.2	25	102.1	10.2	·	0.0	0.7	7
CCC1C(=O)NCCN1Cc1nc(-c2ccc(C)s2)oc1C (stereo unspecified)	98.2	1.3	101.4	-22.9	9	101.0	-12.4	-40.9	-1.0	0.3	11
CSC(=NS(=O)(=O)c1ccccc1)SC	101.5	10.7	103.1	-11.9	35	101.3	9.7	·	-4.0	1.7	17
Cc1[nH]nc2c1C(c1ccc(OC(=O)c3ccco3)cc1)C(C#N)=C(N)O2 (stereo unspecified)	101.0	4.4	98.5	-32.2	14	100.6	1.3	·	2.0	0.3	8
CC(C)N(C(=O)COC(=O)c1ccc(Cl)c(S(N)(=O)=O)c1)C(C)C	99.2	-0.2	102.3	-12.7	9	101.3	-4.2	11.3	-4.0	0.1	21
Cc1cc(OC(=O)c2ccc(Cl)cc2)cc(=O)n1C	103.5	1.5	99.2	-57.7	5	96.6	-9.4	-15.4	0.0	0.2	23
CCO/N=C1\C(=O)N(c2ccccc2)c2ccccc21	100.6	7.0	99.2	3.3	19	97.3	7.2	-21.0	0.0	0.8	10
Cc1ccc(Oc2ccc(C(=O)NC3CCSC3=O)cn2)cc1 (stereo unspecified)	106.6	4.9	101.2	-1.2	13	103.4	12.8	·	-1.0	0.7	39
Fc1ccc(NCc2cn3ccccc3n2)cc1	98.8	13.5	102.4	-44.7	13	101.8	4.2	·	-2.0	1.3	6
O=c1c2ccccc2n(Cc2ccc(F)cc2)c(=O)n1C1CCCC1	103.3	0.6	98.8	2.7	5	98.9	-30.6	-29.8	0.0	0.2	4
O=C(O)C1=C[C@@H](C2CC2)C[C@@H](OCc2ccc(CO)cc2)O1	93.4	0.1	97.0	-5.7	18	94.0	-14.2	·	-1.0	0.2	4
CCCn1c(N)c(C(=O)CN2CCN(S(=O)(=O)c3cccs3)CC2)c(=O)[nH]c1=O	108.0	0.6	97.0	-29.8	3	109.2	42.8	-10.4	0.0	0.2	15
Fc1ccc(N/N=C/C=C/c2ccccc2)c(F)c1	91.9	-2.5	101.5	-36.5	10	93.0	8.9	·	-6.0	-0.6	7

Next results
SMILES	RGS7-Gao	ABCG2 inh	RGS8-Gao reg	Mcl1-Bid inh	GSH fluor	RGS4-Gao reg	Mcl1-Noxa inh	Pf gametocyte	Bim-Mcl-1	ABCB1 inh	Avidin bead fluor
CCN(CC)CCN(Cc1cc2cc(C)ccc2[nH]c1=O)C(=O)Nc1ccccc1OC	97.5	-0.6	96.3	-5.9	26	99.1	0.4	·	-1.0	0.0	9
COc1cccc(CN2CCNC(=O)C2CC(=O)N(C)CCc2ccccn2)c1 (stereo unspecified)	116.1	0.1	105.0	-26.9	10	109.3	-1.2	8.8	-3.0	0.3	4
COc1ccnc(Oc2ccccc2)n1	99.5	-1.1	98.2	-8.2	6	100.7	-5.4	-22.4	0.0	0.1	1
CCc1ccc(NCc2nc(-c3ccccc3)no2)cc1	107.1	14.4	103.3	-65.6	8	108.1	-4.3	6.3	-4.0	2.5	4
CCOC(=O)c1sc(=NC(=O)/C=C/c2ccccc2)n(C)c1C	102.9	2.5	101.9	-10.9	14	106.6	15.5	·	-2.0	0.2	11
Cc1ccc(NC(=O)CN2C(=O)/C(=C\c3cccs3)SC2=S)cc1	98.5	-8.0	101.1	-10.9	5	100.5	-2.3	0.4	-1.0	-0.5	14
c1ccc(-n2ncc3c(NCc4cccs4)ncnc32)cc1	91.7	5.8	85.5	1.8	35	91.0	-0.7	5.2	0.0	0.2	2
C#CCOC(=O)CCCC(=O)Nc1ccccc1OC	103.7	0.7	103.5	-21.7	9	98.7	-5.0	2.0	1.0	0.1	13
CN(C)C(=O)c1cn(-c2ccccc2)nc1-c1cccs1	98.7	0.5	101.4	0.0	38	103.7	-7.2	10.6	0.0	0.4	7
CCN(CC)CCNC(=O)C1CCCCN1S(=O)(=O)c1cccc([N+](=O)[O-])c1 (stereo unspecified)	104.6	2.1	99.8	-30.5	10	101.0	12.9	·	1.0	-0.4	5
